Assay outcomes as filed in PubChem.
Mac1 fbg inh: CD11b/CD18-fibrinogen binding inhibition | P05107+P11215 | AID 1497 | inhibition, % at 10 µM | 0.54% of 93,000 active | K562 CD11b/CD18 adhesion to fibrinogen, ATPlite luminescence; Mn2+ added to activate the integrin;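 active = primary inhibition of 50% or more at 10 µM, then 40% or more on retest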; also: some results filed as inactive read as strong as hits
ERa SRC1 inh: blocks coactivator binding to human estrogen receptor alpha; inhibition, % at 25.6 µM; TR-FRET ER-alpha LBD / SRC-1 peptide, estradiol-bound; 1.7% of 86,000 active; in the data active = inhibition above about 50%;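 also: 0% = receptor plus peptide control and 100% = peptide only without receptor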
Mac1 fbg enh: enhancers of human CD11b/CD18 binding to fibrinogen; 0.07% of 93,000 active; K562 CD11b/CD18 adhesion to fibrinogen, ATPlite luminescence; activation, % at 10 µM; AID 1499; P05107+P11215;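 active = 10 µM primary screen giving 50% or more activity, confirmed by 40% or more on retest at that dose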; also: strong numbers were not always called active
FAK inh: FAK (human) kinase inhibition; biochemical FAK kinase activity assay; Q05397; 0.84% of 97,000 active; inhibition, %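 (tested at 7 µM)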; AID 727; in the data active = inhibition above about 19%;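 also: 0% = DMSO and 100% = reference compound high control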
Target sequence (Q05397 whole entry, looked up): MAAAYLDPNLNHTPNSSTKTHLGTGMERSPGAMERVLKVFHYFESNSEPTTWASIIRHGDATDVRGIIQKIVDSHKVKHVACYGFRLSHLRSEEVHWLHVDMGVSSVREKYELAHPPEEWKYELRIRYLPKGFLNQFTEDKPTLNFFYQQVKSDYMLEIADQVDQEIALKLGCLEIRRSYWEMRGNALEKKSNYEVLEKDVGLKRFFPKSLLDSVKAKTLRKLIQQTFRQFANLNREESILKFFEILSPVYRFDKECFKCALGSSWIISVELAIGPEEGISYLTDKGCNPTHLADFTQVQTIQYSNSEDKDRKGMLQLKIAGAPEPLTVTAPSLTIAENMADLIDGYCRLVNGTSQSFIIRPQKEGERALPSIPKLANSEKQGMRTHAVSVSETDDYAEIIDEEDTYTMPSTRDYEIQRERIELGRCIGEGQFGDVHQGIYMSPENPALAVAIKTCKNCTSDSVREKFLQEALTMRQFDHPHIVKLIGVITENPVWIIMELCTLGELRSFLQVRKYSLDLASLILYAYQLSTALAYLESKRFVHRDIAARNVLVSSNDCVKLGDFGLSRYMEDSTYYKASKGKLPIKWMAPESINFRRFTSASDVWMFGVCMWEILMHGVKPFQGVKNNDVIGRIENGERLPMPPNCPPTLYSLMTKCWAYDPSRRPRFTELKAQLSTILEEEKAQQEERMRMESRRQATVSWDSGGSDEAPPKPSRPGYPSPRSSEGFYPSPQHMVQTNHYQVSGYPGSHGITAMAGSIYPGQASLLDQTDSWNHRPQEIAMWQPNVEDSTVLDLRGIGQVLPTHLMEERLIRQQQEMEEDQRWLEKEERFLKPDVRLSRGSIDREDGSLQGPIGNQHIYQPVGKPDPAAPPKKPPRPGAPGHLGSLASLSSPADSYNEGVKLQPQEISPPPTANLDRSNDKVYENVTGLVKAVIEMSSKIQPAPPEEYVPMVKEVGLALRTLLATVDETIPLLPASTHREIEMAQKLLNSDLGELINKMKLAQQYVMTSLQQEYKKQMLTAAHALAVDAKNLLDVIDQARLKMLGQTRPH
PLK1 inh: inhibitors of human PLK1 kinase. inhibition, % at 10 µM. 0.53% of 97,000 active. recombinant PLK1 kinase, TR-FRET peptide phosphorylation. P53350. AID 619;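 active = inhibition of 50% or more in the single-concentration screen; inactive = inhibition below 50%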;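 also: 0% = DMSO max control and 100% = H-89 dihydrochloride min control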
ERb coact inh: ER-beta (human) coactivator binding inhibition; Q92731; TR-FRET ER-beta LBD / SRC1-Cy5 peptide binding; receptor agonist-loaded with 1 µM estradiol; inhibition, % at 25.6 µM; 1.3% of 86,000 active;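 active = compounds whose percent inhibition of the receptor-coactivator binding signal exceeds about 50% in the single-dose screen, limit read from the data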;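 also: 0% = receptor plus peptide wells without compound and 100% = peptide-only wells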
Rev-RRE block: inhibitors of HIV-1 Rev-RRE RNA interaction; P05866; Rev peptide-RRE RNA binding, FRET; inhibition, % at 8 µM; 0.79% of 97,000 active; AID 704;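 active = inhibition above the screen-wide mean plus 3 SD, cut at about 35% in these data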;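 also: 0% = median DMSO wells and 100% = median Neomycin B control wells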
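Assay system: Labelled RRE RNA duplex and labelled Rev peptide | Times: 5 min preincubation and 15 min binding, 25 °C | Detection: FRET, ex 480 nm, em 540 and 671 nm | Evaluation: % inhibition of FRET ratio versus controls | Benchmarks: DMSO wells as 0% and neomycin B wells as 100% inhibition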
Plk1 PBD FP: Plk1 (human) PBD binding inhibition | P53350 | Plk1 PBD phosphopeptide binding, fluorescence polarization | inhibition, %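 (tested at about 20 µM)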 | 0.13% of 97,000 active; in the data active = inhibition above about 34%, passing the limit was not always enough
ERa SRC1 pot: enhances coactivator binding to human estrogen receptor alpha; P03372; TR-FRET ERalpha-LBD/SRC-Cy5 coactivator binding, 2 h; 100 = basal binding, no effect; AID 639; coactivator binding (% of control), % at 25.6 µM; 1.3% of 86,000 active; in the data active = activity above about 200%;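 also: binding measured in presence of low estradiol as agonist stimulus; 0% = peptide alone without receptor and 100% = receptor with peptide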
Numbers without * were called inactive; nt = not tested or not shown; [ ] = dose if it differs, or a comment.

SMILES	Mac1 fbg inh	ERa SRC1 inh	Mac1 fbg enh	FAK inh	PLK1 inh	ERb coact inh	Rev-RRE block	Plk1 PBD FP	ERa SRC1 pot
N#Cc1c2n(c3c(=S)nc[nH]c13)CCCCC2	-3	-17[fluorescence artefact?]	-1	9	-8	-2[fluorescence artefact?]	1	17	86[fluorescence artefact?]
c1ccc(-n2nc3ccccc3n2)cc1	nt	-4	nt	0	-12	-1	8	5	119
Cc1nn(C(=O)c2cccc([N+](=O)[O-])c2)c(C)c1Sc1ccccc1	17	nt	2	-6	-4	nt	3	7	nt
CC(=O)c1c(C)[nH]c(C(=O)Nc2ccc(C)c(C)c2)c1C	-32	-3	1	0	-1	-5	-1	0	106
Cc1cc(OCc2nn[nH]n2)c2c(-c3ccccc3)cc(=O)oc2c1	-12	-6	-6	-6	-11	-1	3	0	113
O=C(Nc1cc(C(F)(F)F)ccc1F)C1CCCCC1	4	-3	2	0	-31	-6	13	0	104
Cc1ccc2nc(C)cc(C(=O)OCC(=O)c3ccc(Cl)c([N+](=O)[O-])c3)c2c1	-3	nt	1	3	-18	nt	7	9	nt
O=C1CC(c2cccc(Cl)c2)C(n2cncn2)C(=O)C1C1NCCc2ccccc21 (stereo not drawn)	6	9[fluorescence artefact?]	-4	-3	-8	0[fluorescence artefact?]	-1	3	111
CCOC(=O)N1CCN(C(=O)c2cn(C)c(=O)c3c2c2ccccc2n3C)CC1	-2	2[fluorescence artefact?]	1	-2	-15	-8	-2	-20	112
O=C(CCNS(=O)(=O)c1cccs1)NCc1ccccc1	8	5	-2	1	-8	5[fluorescence artefact?]	8	19	79
CCOCCCn1c(=O)c(NC(=O)c2ccc(OCC)cc2)c2n(c1=S)CCCCC2	-4	nt	-1	1	-12	nt	3	-1	nt
CCOc1ccc(OC(=O)NC(c2ccccc2)C(Cl)(Cl)Cl)cc1 (stereo not drawn)	nt	nt	nt	1	-12	nt	5	-23	nt
COc1ccc(C2(CNC(=O)c3ccc(OC)c([N+](=O)[O-])c3)CCOCC2)cc1OC	nt	nt	nt	-1	-3	nt	4	-25	nt
Cn1nc(-c2ccccc2)c(-c2nc(-c3ccccc3Cl)no2)c1Cl	-21	1	-2	-2	-1	-19	3	21	101
COc1ccc(S(=O)(=O)N(CCc2ccccc2)CC(=O)O)cc1	-42	-3	-3	-1	-2	-4	6	-4	110
CCc1nnc(NC(=O)CSc2nnc(-c3ccccc3OC)n2-c2ccccc2)s1	nt	3	nt	0	-17	-3	4	-2	101
C/C(=N\OC(=O)c1ccc(Cl)cc1)c1nccs1	nt	nt	nt	0	-8	nt	3	-22	nt
COc1ccc(NC(=O)Cn2nnc(-c3ccccc3F)n2)cc1	-4	0	-2	-10	-4	-4	3	-6	99
COc1ccccc1C(=O)OCCN1CCOCC1	-23	-8	1	-2	-8	3	3	-19	124
CCN(CC)CCCn1c(=S)[nH]c2cc(C(=O)OC)ccc2c1=O	-11	-4	-2	1	-9	-7	2	21	93
Cc1ccccc1-n1nc2c(c1NC(=O)c1ccc(S(=O)(=O)N(C)C)cc1)CSC2	22	-1	5	3	-13	-8	-1	10	132
O=C(CCNS(=O)(=O)c1cccc2nsnc12)NCCC1=CCCCC1	-18	-11	1	nt	nt	-11	nt	nt	88
Cc1cc(C(=O)Nc2ccccn2)cs1	nt	nt	nt	2	-9	nt	11	8	nt
Cc1ccc2[nH]c3c(=O)n(CCC4=CCCCC4)cnc3c2c1	19	13[fluorescence artefact?]	-1	7	-15	16[fluorescence artefact?]	8	-31	335*[fluorescence artefact?]
COCCCNC(=O)CC(NS(=O)(=O)c1ccc(Cl)cc1)c1ccco1 (stereo not drawn)	-21	-4	-6	-3	-4	-2	8	8	93

An excerpt from above in order of their number in PLK1 inh, largest number first.
Structure	PLK1 inh
COc1ccc(C2(CNC(=O)c3ccc(OC)c([N+](=O)[O-])c3)CCOCC2)cc1OC	-3
COc1ccc(NC(=O)Cn2nnc(-c3ccccc3F)n2)cc1	-4
CCOc1ccc(OC(=O)NC(c2ccccc2)C(Cl)(Cl)Cl)cc1 (stereo not drawn)	-12

(next part)
SMILES	Mac1 fbg inh	ERa SRC1 inh	Mac1 fbg enh	FAK inh	PLK1 inh	ERb coact inh	Rev-RRE block	Plk1 PBD FP	ERa SRC1 pot
Cc1nn(Cc2ccc(F)cc2)c(C)c1NC(=O)c1noc2c1CCCCC2	-22	-8	6	nt	nt	0	nt	nt	137
O=C(O)c1cnn2c(C(F)F)cc(C3CC3)nc12	-16	-1[fluorescence artefact?]	9	0	-4	-1[fluorescence artefact?]	10	7	112
CCOc1ccc(C(=O)N2CCCC2)cc1	nt	-9	nt	0	-8	-5	7	-11	110
O=C(c1ccccc1)c1nnc(-c2ccccc2F)o1	-18	-2	0	10	-16	-8	2	-12	89[fluorescence artefact?]
COC(=O)c1cc2nc(-c3ccccc3)cc(C(F)(F)F)n2n1	nt	-12	nt	0	-15	-1	6	-18	104
CC(=O)Nc1ccccc1-c1nc2ccccc2nc1OCC(=O)c1ccc2ccccc2c1	5	nt	-5	1	-15	nt	3	-16	nt
COc1ccc(-n2nnnc2SCC(=O)Nc2ccc3c(c2)OCCO3)cc1OC	-8	36[fluorescence artefact?]	8	15	-8	24[fluorescence artefact?]	4	-5	210*
C=CCn1c(O)c(C2=c3ccccc3=NC2=O)s/c1=N/c1nccs1	23	41[fluorescence artefact?]	46	6	-9	23[fluorescence artefact?]	6	-8	92[fluorescence artefact?]
CCOc1cc(C)c(C(C)C)cc1S(=O)(=O)NCc1ccccn1	4	4	-2	2	-1	-2	0	12	118[fluorescence artefact?]
CC1CCN(c2ccc(C(=O)N3CCOCC3)cc2[N+](=O)[O-])CC1	nt	nt	nt	-4	-5	nt	4	-16	nt
Fc1cccc2sc(N3CCOCC3)nc12	nt	-1	nt	0	0	-12	4	-10	116
CC1CCCCN1C(=O)Cn1cc(C#N)c2ccccc21 (stereo not drawn)	nt	-4	nt	0	-11	-11	-2	6	103
c1coc(C2Nc3ccccc3-c3nc4ccccc4n32)c1 (stereo not drawn)	-4	21	2	nt	nt	29	nt	nt	77[fluorescence artefact?]
COc1cccc2c(=O)c3c(cnn3C)n(C)c12	-18	-22	0	9	-9	-20	5	11	116
O=C(O)c1ccccc1NC(=O)C1CCCO1 (stereo not drawn)	2	-4[fluorescence artefact?]	2	4	-9	-1[fluorescence artefact?]	7	3	89
Cc1ccc(OCc2nnc(NC(=O)c3ccco3)s2)cc1	13	15	-4	-2	-6	14	-5	4	111
CC1CC(C)CN(C(=O)CSc2nc(Cc3cccs3)nc3ccccc23)C1 (stereo not drawn)	24	nt	-2	-3	-9	nt	1	15	nt
N#CCc1ccc(C(=O)c2ccccc2F)s1	-3	nt	-2	0	-4	nt	0	-31	nt
COc1ccc(Br)cc1C(=O)Nc1ccc(N2CCN(S(C)(=O)=O)CC2)cc1	-28	-8	-1	0	-17	6	1	-1	114[fluorescence artefact?]
CCSC1=C(C#N)C(c2ccc(OC)c(OC)c2)CC(=O)N1 (stereo not drawn)	-2	8	1	1	-14	7	11	7	107
O=C(NCc1ccccc1)c1csc2c1CCCCC2	-26	-1	-2	0	0	-17	5	-9	98
Cc1nc2ccccc2n1CC(=O)N/N=C\c1ccccn1	-3	nt	2	-9	-5	nt	1	48	nt
O=C(NCc1cccs1)c1cccnc1C(=O)O	14	-9	-2	-4	-4	-3[fluorescence artefact?]	3	-5	123[fluorescence artefact?]
CCn1c(CCNC(=O)c2ccc(Cl)cc2)n[nH]c1=S	-26	nt	-2	0	-14	nt	10	-3	nt
COC(=O)c1ccc(Oc2nc(NC(C)C)nc(N(C)C)n2)cc1	-39	-30	0	2	-7	-32[fluorescence artefact?]	5	7	101

Exported with values under each structure: part of the list above
Screens in order: Mac1 fbg inh | ERa SRC1 inh | Mac1 fbg enh | FAK inh | PLK1 inh | ERb coact inh | Rev-RRE block | Plk1 PBD FP | ERa SRC1 pot
O=C(O)c1ccccc1NC(=O)C1CCCO1 (stereo not drawn)
→ 2 | -4[fluorescence artefact?] | 2 | 4 | -9 | -1[fluorescence artefact?] | 7 | 3 | 89
Cc1ccc(OCc2nnc(NC(=O)c3ccco3)s2)cc1
→ 13 | 15 | -4 | -2 | -6 | 14 | -5 | 4 | 111
CC1CC(C)CN(C(=O)CSc2nc(Cc3cccs3)nc3ccccc23)C1 (stereo not drawn)
→ 24 | nt | -2 | -3 | -9 | nt | 1 | 15 | nt
N#CCc1ccc(C(=O)c2ccccc2F)s1
→ -3 | nt | -2 | 0 | -4 | nt | 0 | -31 | nt
COc1ccc(Br)cc1C(=O)Nc1ccc(N2CCN(S(C)(=O)=O)CC2)cc1
→ -28 | -8 | -1 | 0 | -17 | 6 | 1 | -1 | 114[fluorescence artefact?]
CCSC1=C(C#N)C(c2ccc(OC)c(OC)c2)CC(=O)N1 (stereo not drawn)
→ -2 | 8 | 1 | 1 | -14 | 7 | 11 | 7 | 107

ERa SRC1 pot, entries above that show a hit.
SMILES	Mac1 fbg inh	ERa SRC1 inh	Mac1 fbg enh	FAK inh	PLK1 inh	ERb coact inh	Rev-RRE block	Plk1 PBD FP	ERa SRC1 pot
Cc1ccc2[nH]c3c(=O)n(CCC4=CCCCC4)cnc3c2c1	19	13[fluorescence artefact?]	-1	7	-15	16[fluorescence artefact?]	8	-31	335*[fluorescence artefact?]
COc1ccc(-n2nnnc2SCC(=O)Nc2ccc3c(c2)OCCO3)cc1OC	-8	36[fluorescence artefact?]	8	15	-8	24[fluorescence artefact?]	4	-5	210*

Going on with the list.
SMILES	Mac1 fbg inh	ERa SRC1 inh	Mac1 fbg enh	FAK inh	PLK1 inh	ERb coact inh	Rev-RRE block	Plk1 PBD FP	ERa SRC1 pot
COc1ccc(/C=N/NS(=O)(=O)c2ccccc2)cc1OC(=O)c1ccc(C)cc1	nt	nt	nt	1	-8	nt	4	-19	nt
CCOc1cccc(-c2nnc(SCC(=O)Nc3cccc(OC)c3)n2N)c1	0	2[fluorescence artefact?]	-11	0	3	5[fluorescence artefact?]	6	-15	117
COc1ccc(OC)c(/C=N/c2oc(-c3ccco3)c(-c3ccco3)c2C#N)c1	-4	62*	34	15	-18	73*	12	-33	41[fluorescence artefact?]
CCOC(=O)c1ccc(N2Cc3ccccc3C2)cc1O	3	-5	68*	4	-10	0	10	-16	110
Cc1cc(C)c(S(=O)(=O)NNC(=O)C2CCN(Cc3ccccc3)CC2)c(C)c1	nt	nt	nt	-1	-7	nt	2	-9	nt
Cc1cc(OCC[N+]2(C)CCCCC2)nc2ccccc12	-5	-10	-1	0	-5	-6[fluorescence artefact?]	-4	-15	93[fluorescence artefact?]
CCOC(=O)CC1C(=O)NCCN1C(=O)NC1CCCCC1 (stereo not drawn)	8	-5	-4	2	-1	-5	3	-2	100
O=C(O)CN1CCOCCOCCN(CC(=O)O)CCOCCOCC1	33	-4	2	nt	nt	-4	nt	nt	105
COCCOC(=O)C1=C(C)NC2=C(C(=O)CCC2)C1c1cc2c(cc1Br)OCO2 (stereo not drawn)	-2	-5	2	1	-17	-6	1	-12	117
CCCOc1c(OC)cccc1C1CC(=O)Nc2cc(OC)c(OC)c(OC)c21 (stereo not drawn)	nt	-1	nt	2	-6	-3	4	17	106
COc1ccc(C(=O)N/N=C/c2cc3ccccc3[nH]c2=S)cc1	-46	nt	-2	-3	-4	nt	0	-4	nt
O=C(Nc1ccc(F)cc1F)c1ccc(-n2cncn2)nc1	18	nt	-1	-3	-9	nt	1	-12	nt
C=C(Cl)COc1ccc2c(CCC)cc(=O)oc2c1	-6	-5	0	0	-8	-28	17	10	111
Cc1c(-c2ccc(F)cc2)nc(N)c(C#N)c1-c1ccco1	2	0[fluorescence artefact?]	-5	0	-9	-2[fluorescence artefact?]	9	-6	116[fluorescence artefact?]
